# From PubChem BioAssay
# MCL1-BIM inh: inhibitors of MCL1 binding to BIM-BH3, primary screen, biochemical, fluorescence polarization. AID 2057, 2009. Induced myeloid leukemia cell differentiation protein Mcl-1 (Homo sapiens), Q07820. 320,000 compounds, 0.68% hits. inhibition, % at 10.9 µM. GST-MCL1 / FITC-Bim-BH3 fluorescence polarization;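 active = inhibition above the mean inhibition of all tested compounds plus 3 SD, set per campaign, cut at about 40% in these data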;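 also: 0% = DMSO wells and 100% = unlabeled Bim-BH3 peptide control; higher means more loss of mP so more displacement of Bim peptide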
# Target sequence (Q07820 whole entry, looked up): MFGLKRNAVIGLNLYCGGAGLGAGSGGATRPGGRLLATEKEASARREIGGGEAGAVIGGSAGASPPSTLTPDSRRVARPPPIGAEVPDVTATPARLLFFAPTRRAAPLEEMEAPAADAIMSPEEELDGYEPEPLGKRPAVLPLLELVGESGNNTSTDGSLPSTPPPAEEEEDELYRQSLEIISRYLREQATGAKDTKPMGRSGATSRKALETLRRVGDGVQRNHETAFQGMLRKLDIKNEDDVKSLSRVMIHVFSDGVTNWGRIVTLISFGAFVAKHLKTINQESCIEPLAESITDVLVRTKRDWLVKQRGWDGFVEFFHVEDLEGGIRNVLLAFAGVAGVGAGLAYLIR
# pPAFAH FP inh: pPAFAH enzyme inhibitors, primary screen, biochemical, fluorescence polarization, human | 330,000 compounds, 1.5% hits | inhibition, % at 3.39 µM | recombinant pPAFAH, FP-rhodamine probe fluorescence polarization | Platelet-activating factor acetylhydrolase (Homo sapiens), Q13093;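 active = inhibition above the mean inhibition across the screen plus 3 SD, cut at about 25% in these data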;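 also: inhibitors block binding of the rhodamine activity-based probe so polarization drops; 0% = enzyme with DMSO and 100% = wells lacking pPAFAH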
# Target sequence (Q13093 whole entry, looked up): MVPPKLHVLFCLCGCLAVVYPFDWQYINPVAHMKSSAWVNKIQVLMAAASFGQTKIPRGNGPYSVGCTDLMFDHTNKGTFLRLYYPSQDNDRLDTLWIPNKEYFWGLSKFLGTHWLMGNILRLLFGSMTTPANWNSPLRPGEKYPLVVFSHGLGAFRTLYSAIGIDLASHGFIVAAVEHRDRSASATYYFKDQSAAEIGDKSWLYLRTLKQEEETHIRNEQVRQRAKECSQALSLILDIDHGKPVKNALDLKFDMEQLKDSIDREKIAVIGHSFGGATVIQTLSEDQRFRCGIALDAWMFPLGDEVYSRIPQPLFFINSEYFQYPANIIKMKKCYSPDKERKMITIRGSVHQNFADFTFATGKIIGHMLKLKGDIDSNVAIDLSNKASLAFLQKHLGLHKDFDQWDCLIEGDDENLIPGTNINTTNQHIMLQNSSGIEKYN
# Fam108B counter: mouse Fam108B serine hydrolase inhibitors, primary screen, counter-screen for RBBP9 inhibitor project, biochemical, fluorescence polarization; 300,000 compounds, 0.33% hits; inhibition, % at 9.51 µM; AID 1947, 2009; recombinant Fam108B, FP-Rh probe fluorescence polarization;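 active = inhibition above the screen mean inhibition plus 3 SD, computed separately per campaign, cut at about 18% in these data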;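 also: inhibitors lower polarization as less probe binds the enzyme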
# Bcl-xL primary: inhibitors of human Bcl-xL, primary screen, biochemical, fluorescence polarization, HTS. inhibition, % at 10.9 µM. 320,000 compounds, 0.7% hits. GST-Bcl-xL / FITC-Bim BH3 peptide fluorescence polarization. Bcl-2-like protein 1 (Homo sapiens), Q07817. AID 2129, 2009;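 active = inhibition above the mean of all tested compounds plus 3 SD, cutoff set per campaign, cut at about 30% in these data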;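 also: 0% = DMSO wells and 100% = unlabeled Bim-BH3 peptide competitor; inhibitors lower millipolarization by displacing the labeled peptide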
# Target sequence (Q07817 whole entry, looked up): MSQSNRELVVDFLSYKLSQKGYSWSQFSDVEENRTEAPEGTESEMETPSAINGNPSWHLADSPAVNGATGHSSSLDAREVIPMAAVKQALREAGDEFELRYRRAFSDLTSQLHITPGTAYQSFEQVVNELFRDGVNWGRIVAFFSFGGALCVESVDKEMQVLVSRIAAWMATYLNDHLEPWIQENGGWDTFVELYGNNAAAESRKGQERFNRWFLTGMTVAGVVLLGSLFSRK
# PME-1 inh: PME-1 inhibitors via competitive probe labeling, primary screen, biochemical, fluorescence polarization, FP-Rh probe, HTS; recombinant PME-1; AID 2130, 2009; 320,000 compounds, 0.53% hits; inhibition, % at 5.9 µM; Protein phosphatase methylesterase 1 (Homo sapiens), Q9Y570;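 active = inhibition above the campaign mean of all compounds plus 3 SD, cut at about 26% in these data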;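 also: competitive labeling of PME-1 active site by serine hydrolase directed probe; 0% = PME-1 with DMSO and 100% = wells lacking PME-1 enzyme; inhibitors block probe labeling so polarization falls and inhibition rises; many of its hits are not listed in these tables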
# GLD-1 TGE inh: GLD-1/TGE RNA complex disruptors, primary screen, biochemical, fluorescence polarization. purified GLD-1 + fluorescein TGE RNA. Female germline-specific tumor suppressor gld-1 (Caenorhabditis elegans), Q17339. 320,000 compounds, 0.44% hits. inhibition, % at 5.96 µM;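 active = percent inhibition above a per-plate cutoff, the plate mean of test compounds plus 3 SD, cut at about 30% in these data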;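 also: 0% = DMSO wells with GLD-1 and probe and 100% = wells lacking GLD-1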
# PAFAH1B2 FP inh: PAFAH1B2 enzyme inhibitors, primary screen, biochemical, fluorescence polarization, human | inhibition, % at 3.39 µM | recombinant PAFAH1B2, FP-rhodamine activity probe | 340,000 compounds, 1.2% hits | Platelet-activating factor acetylhydrolase IB subunit alpha2 (Homo sapiens), P68402;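 active = inhibition above the mean of all tested compounds plus 3 SD, cut at about 24% in these data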;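 also: 0% = enzyme with DMSO and 100% = wells lacking PAFAH1B2; many of its hits are not listed in these tables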
# AHR act: AHR activators, primary screen, cell-based, luminescence, luciferase reporter, human. activation, % at 5 µM. AHR-responsive luciferase reporter cells. 320,000 compounds, 2.5% hits. AID 2796, 2010. Aryl hydrocarbon receptor (Homo sapiens), P35869; in the data active = activation above about 47%;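 also: 0% = vehicle wells and 100% = reference agonist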
# MEX-5 binding: MEX-5 zinc finger RNA-binding disruptors – biochemical, C. elegans, fluorescence polarization, MLPCN library, primary screen. MEX-5/FITC-TCR2 RNA binding; stronger effect = lower value. activity score (negative = inhibition of binding), % at 10 µM. 300,000 compounds, 0.38% hits;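 active = inhibition past about -25% in most replicates, and total fluorescence under double the plate's negative control median, limit read from the data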;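 also: 0% = DMSO and -100% = 5 µM competing unlabeled TCR2 RNA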
# Starred values were filed as active, the others as inactive; . = not tested or not shown.
[1] C/C(O)=c1/cnc2nc3ccccc3n2c1=O
[2] C[C@H](NC(=O)c1nc[nH]c1C(=O)NCCCCCNC(=O)OC(C)(C)C)C(=O)OC(C)(C)C
[3] COc1cc(C2C(C#N)=C(N)Oc3c2ccc2ccccc32)ccc1OCC(=O)Nc1cccc(C)c1 (stereo not given)
[4] COc1ccccc1NS(=O)(=O)c1ccc(C)c(NS(=O)(=O)c2cc(C(=O)O)cc(C)c2C)c1
[5] CN(C)S(=O)(=O)c1cc(C(=O)NCCCn2ccc3ccccc32)ccc1Cl
[6] Nc1nnn(CC(=O)N/N=C/c2ccncc2)n1
[7] Cc1ccc(NC(=O)CSc2nnc(C3CC3)n2N)cc1S(=O)(=O)N1CCOCC1
[8] COCC(C)n1c(SCC(=O)Nc2nccs2)nc2ccccc2c1=O (stereo not given)
compound no.	1	2	3	4	5	6	7	8
MCL1-BIM inh	-7	-6	-11	2	-12	-1	8	6
pPAFAH FP inh	2	1	33*	5	4	1	9	-5
Fam108B counter	1	-3	-23	3	-1	-4	-13	.
Bcl-xL primary	-1	1	-3	5	-1	-3	3	5
PME-1 inh	10	7	-26	3	4	-4	-1	-2
GLD-1 TGE inh	-5	1	-5	1	-3	7	-3	3
PAFAH1B2 FP inh	3	7	-18	10	1	.	4	6
AHR act	-3	1	7	2	12	-1	-1	2
MEX-5 binding	-0.3	2.4	1.2	3.1	0.5	2.4	2.1	.

[9] C=CCNC(=O)/C(C#N)=C/c1ccc(C)o1
[10] CCCCNC(=O)CC1SC(=NCC)N(CC)C1=O (stereo not given)
[11] CCOC(=O)C1CCN(C(=O)c2cc3c(=O)n4ccccc4nc3s2)CC1
[12] N#Cc1c(N)nc2c(c1-c1cccc(O)c1)CCCCCC2
[13] CCOC(=O)Cn1ccc(O)c(Cc2ccc(Cl)cc2Cl)c1=O
[14] CCOC(=O)C1(CCc2ccccc2)CCN(C(=O)C2CCOCC2)CC1
[15] Cc1ccc(C)c(C(=O)c2c(C)nc3sccn23)c1
[16] O=C(Cc1ccc(F)cc1)N(c1ccc(F)cc1)C1C=CS(=O)(=O)C1 (stereo not given)
compound no.	9	10	11	12	13	14	15	16
MCL1-BIM inh	7	-1	0	3	3	4	1	2
pPAFAH FP inh	0	3	1	8	0	-10	-1	-2
Fam108B counter	-1	1	-4	10	0	-2	8	-2
Bcl-xL primary	10	-2	5	4	10	2	5	5
PME-1 inh	-15	5	6	3	-3	-3	5	-1
GLD-1 TGE inh	5	-5	0	2	-1	-2	-6	-1
PAFAH1B2 FP inh	7	2	4	22	19	2	-6	4
AHR act	-3	2	6	-1	1	1	-2	-1
MEX-5 binding	-0.9	2.6	0.2	0.7	2.3	-1.3	.	0.9

# Look-ups from the entries so far.
# O=C(Cc1ccc(F)cc1)N(c1ccc(F)cc1)C1C=CS(=O)(=O)C1 (stereo not given) @ pPAFAH FP inh: -2
# N#Cc1c(N)nc2c(c1-c1cccc(O)c1)CCCCCC2 @ AHR act: -1

# Screen by screen, as entered above:
# Compounds 9–16 in Fam108B counter read -1, 1, -4, 10, 0, -2, 8, -2
# Compounds 9–16 in AHR act read -3, 2, 6, -1, 1, 1, -2, -1
# Compounds 9–16 in Bcl-xL primary read 10, -2, 5, 4, 10, 2, 5, 5

# (further entries)
[17] NC(=O)c1cc2ccccc2oc1=NCc1ccccc1
[18] O=C(CCCCCCC(=O)Nc1ccccc1)NO
[19] COc1ccc(S(=O)(=O)N[C@@H](C)C(=O)OCC(=O)Nc2cc3oc4ccccc4c3cc2OC)cc1
[20] CCOC(=O)Nc1nnc(Cc2ccc(Cl)c(Cl)c2)s1
[21] Cc1ccc2nsnc2c1S(=O)(=O)N(Cc1cc2cccc(C)c2[nH]c1=O)CC1CCCO1 (stereo not given)
[22] Cc1nc2ccccc2n2c(-c3ccccc3)c3c(=O)n(C)c(=O)n(C)c3c12
[23] O=[N+]([O-])c1cccc(-c2c[n+]3c(n2-c2ccccc2)SCC3)c1
[24] COc1ccc(Cl)cc1NC(=O)CSc1nncn1-c1cccnc1
compound no.	17	18	19	20	21	22	23	24
MCL1-BIM inh	6	2	-5	8	3	3	1	1
pPAFAH FP inh	3	6	14	3	1	3	2	2
Fam108B counter	-2	1	-10	-1	2	1	3	-2
Bcl-xL primary	7	3	1	7	3	6	4	5
PME-1 inh	4	6	-5	2	4	5	-2	-4
GLD-1 TGE inh	1	2	0	-3	-3	5	7	-7
PAFAH1B2 FP inh	2	0	-2	5	5	3	4	-2
AHR act	22	-4	34	0	4	-1	3	13
MEX-5 binding	-3.0	-3.5	-0.1	0.1	-2.3	0.8	.	0.0

[25] COC(=O)c1cc(OC)c(OC)cc1NC(=O)CN1CCCCC1
[26] CC1CCCC(C)N1S(=O)(=O)c1ccc(Cl)cc1 (stereo not given)
[27] Cn1c(=O)c2c(ncn2CC(=O)N/N=C/C=C/c2ccccc2)n(C)c1=O
[28] Cn1nnc(NC(=O)CSc2ncn[nH]2)n1
[29] COc1ccc(OCc2cc(C(=O)N3CCCN(C(C)=O)CC3)no2)c(Cl)c1
[30] CNC(=O)/C(C#N)=C/c1cn(CC(=O)OC)c2ccccc12
[31] COc1ccc(S(=O)Cc2ccc(C(=O)N3CCN(c4cccc(C)c4C)CC3)o2)cc1 (stereo not given)
[32] N#CCC(=O)NCCCc1ccccc1
compound no.	25	26	27	28	29	30	31	32
MCL1-BIM inh	0	5	2	-2	-4	10	13	-4
pPAFAH FP inh	1	-2	2	-7	1	1	9	-4
Fam108B counter	-4	0	3	1	-1	3	1	-1
Bcl-xL primary	3	2	1	-2	-2	6	3	3
PME-1 inh	4	3	5	-10	4	-2	4	-2
GLD-1 TGE inh	-2	8	3	1	2	4	-5	-6
PAFAH1B2 FP inh	0	5	3	1	5	1	3	2
AHR act	0	-1	5	1	-1	4	1	-1
MEX-5 binding	-1.3	1.4	-0.9	0.1	1.8	-1.0	0.7	0.6

[33] Cc1ccc2nc(SCC(=O)NCC3CCCO3)c(C#N)cc2c1 (stereo not given)
[34] Cc1nnc(SCC(=O)Nc2cccc(C(F)(F)F)c2)n1Cc1ccco1
[35] COc1ccc(NC(=O)c2ccc(COc3ccc(C)cc3)o2)cc1
[36] O=C1C2C3c4ccccc4C(c4ccccc43)C2C(=O)N1Cc1cccnc1 (stereo not given)
[37] CCn1cc(C(=O)N2CCN(c3ccc(F)cc3)CC2)c2cc(OC)c(OC)cc2c1=O
[38] COc1cc(OC)c(C(=O)OCC(=O)Nc2nnc(-c3ccccc3)o2)cc1OC
[39] C[C@@]12C(=O)NCC(=O)N1[C@@H]1c3cc(Br)ccc3OC[C@@H]1[C@@H]2c1ccccc1
[40] COc1ccc(C=Nc2cccc3c(=O)[nH][nH]c(=O)c23)c2ccccc12
compound no.	33	34	35	36	37	38	39	40
MCL1-BIM inh	4	8	2	4	-2	5	.	8
pPAFAH FP inh	1	-1	-4	4	3	-2	3	7
Fam108B counter	2	0	0	-1	6	.	.	6
Bcl-xL primary	7	6	6	8	0	2	.	7
PME-1 inh	4	-1	-2	3	-4	-1	.	-3
GLD-1 TGE inh	6	3	0	-2	4	2	3	10
PAFAH1B2 FP inh	-1	1	-2	3	6	4	4	3
AHR act	5	15	18	6	-1	-1	0	-3
MEX-5 binding	-1.0	2.4	-1.4	3.8	-1.5	.	.	3.6

[41] CC(=O)NC12CC3CC(CC(CC(=O)O)(C3)C1)C2
[42] CCOC(=O)Cc1c(Sc2ccccc2)c2cc(C)ccc2n1C
[43] CCn1nc(C)cc1-c1nnc(Sc2ncc([N+](=O)[O-])s2)n1C
[44] c1cc2c(cc1-c1cnc3n1CCC3)OCCO2
[45] Cc1csc(=O)n1CCC(=O)OC(C)C(=O)Nc1ccc(N2CCOCC2)cc1 (stereo not given)
[46] CN(C)C(=O)COC(=O)c1ccccc1OCC(=O)Nc1ccc(SC(F)F)cc1
[47] Cn1c(CNC(=O)c2ccco2)nnc1SCC(=O)Nc1cccc(F)c1
[48] Cc1cccnc1NC(=O)Nc1cccc(C(F)(F)F)c1
compound no.	41	42	43	44	45	46	47	48
MCL1-BIM inh	9	3	6	5	14	-3	-1	4
pPAFAH FP inh	3	7	-1	2	6	0	4	-1
Fam108B counter	2	7	2	5	.	0	-8	-4
Bcl-xL primary	4	2	8	4	4	1	-4	5
PME-1 inh	-3	-2	0	3	3	-6	2	-14
GLD-1 TGE inh	5	4	0	0	2	2	-4	5
PAFAH1B2 FP inh	5	5	0	-3	5	0	-1	4
AHR act	1	6	2	9	1	-6	1	4
MEX-5 binding	0.0	-0.5	-0.3	-1.5	.	0.0	.	-2.6

[49] Clc1nc(-c2ccccc2)ncc1Oc1ccccc1
[50] CCS(=O)(=O)N1CCN(c2ccccn2)CC1
[51] COc1ccc(N2C(=O)C3CCCN3C2c2ccccc2F)cc1 (stereo not given)
[52] COc1ccc(C2=NNC(c3ccco3)=Nc3ccc(F)cc32)cc1
[53] COc1cccc(CNC(=O)c2ccccc2C(=O)NC(C)(C)C(=O)NCc2cccc(OC)c2)c1
[54] COc1ccc(NC(=O)NCCCN2CCCC2=O)c(OC)c1
[55] COC(=O)c1cc(C#N)c(SCc2ccccc2)nc1C
[56] COc1cc(NC(=O)CCN2CCN(Cc3ccccc3)CC2)cc(OC)c1
compound no.	49	50	51	52	53	54	55	56
MCL1-BIM inh	5	12	0	-5	7	-2	5	3
pPAFAH FP inh	0	4	-1	-5	0	1	4	2
Fam108B counter	0	1	-2	-3	-1	3	3	0
Bcl-xL primary	0	9	-1	0	9	0	4	1
PME-1 inh	-1	0	-3	-6	-2	-3	3	1
GLD-1 TGE inh	5	7	5	-6	9	1	3	-1
PAFAH1B2 FP inh	.	0	0	-2	3	4	-6	7
AHR act	0	1	-1	3	0	2	4	1
MEX-5 binding	2.3	-1.0	2.7	0.4	-2.0	-0.3	0.6	2.3

[57] Cc1ccc2nc(N(CCCN(C)C)C(=O)c3ccc4c(c3)CCCC4)sc2c1
[58] CCCCOC(=O)Nc1ccc(N2CCOCC2)cc1
[59] O=C1Nc2cc(Cl)c(Cl)cc2N(O)N1c1ccccc1Cl
[60] COc1ccc(OCC(=O)N2CCN(C(=O)c3cccc(F)c3)CC2)cc1
[61] COc1ccc(C(=O)NNC(=O)c2ccccn2)cc1
[62] COc1ccc(-c2csc(N(C)C(=O)c3cccs3)n2)cc1
compound no.	57	58	59	60	61	62
MCL1-BIM inh	-4	5	-4	7	-1	10
pPAFAH FP inh	2	5	5	8	5	-3
Fam108B counter	1	0	3	8	4	-9
Bcl-xL primary	3	0	-2	4	-6	8
PME-1 inh	5	5	1	4	-3	2
GLD-1 TGE inh	6	1	-6	-3	1	-8
PAFAH1B2 FP inh	2	3	2	4	4	0
AHR act	-6	5	-1	-1	-7	11
MEX-5 binding	1.0	0.0	1.1	-0.5	-0.1	-0.3

# Some of the compounds tested. The share of hits here may be higher or lower than overall.
